Screening data deposited in PubChem BioAssay by several laboratories.
SMARCA2 act – increases SMARCA2 function in MMTV reporter cells; AID 652017; MG213 cells, MMTV-luciferase reporter, dexamethasone, overnight; 370,000 compounds, 1% hits; activation, % at 9.1 µM; in the data active = activation above about 7.8%;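 also: 0% = vehicle wells and 100% = reference activator wells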
hgDAF-12 ag – agonists of H. glycines DAF-12 nuclear receptor. 370,000 compounds, 1.8% hits. AID 687014. HEK293 GAL4-hgDAF12 UAS-luciferase reporter, agonist luminescence; normalized to butyrate control. activation, % at 6.8 µM;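 active = activation above a cutoff set at the mean of all screened compounds plus 3 SD, cut at about 10% in these data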;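 also: 0% = DMSO wells and 100% = sodium butyrate wells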
DAX1 inh-1 – inhibitors of human orphan nuclear receptor DAX1 (NR0B1) | HEK293 Gal4-DAX1 luciferase reporter, luminescence | AID 504766 | 340,000 compounds, 0.99% hits | inhibition, % at 6.75 µM;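 active = inhibition above the mean over all tested compounds plus 3 SD, cut at about 4.2% in these data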;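 also: 0% = DAX1-transfected cells with DMSO and 100% = empty-vector control cells with DMSO; inhibition shows as a rise in luminescence from relieved DAX1 repression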
Target sequence (P51843 207-470 limits assumed): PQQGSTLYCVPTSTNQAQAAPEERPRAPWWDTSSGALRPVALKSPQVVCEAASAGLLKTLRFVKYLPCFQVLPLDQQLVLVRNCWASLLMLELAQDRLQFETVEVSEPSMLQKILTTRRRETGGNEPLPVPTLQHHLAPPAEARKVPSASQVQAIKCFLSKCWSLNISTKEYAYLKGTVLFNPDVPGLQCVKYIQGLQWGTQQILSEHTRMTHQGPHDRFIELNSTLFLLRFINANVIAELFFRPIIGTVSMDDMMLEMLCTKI
Rev-erbA mod – modulators of human Rev-erb alpha DNA binding; Rev-erbα–FITC-DNA binding, fluorescence polarization, 90 min; 370,000 compounds, 0.79% hits; activity, % at 10 µM; P20393;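 active = activity above about 14%, limit read from the data; passing the limit was not always enough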;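 also: 0% = DMSO wells with 35 nM protein and 100% = DMSO wells with 750 nM protein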
PLCb3 inh – inhibitors of human phospholipase C beta3; AID 720704; Purified PLC-beta3, fluorogenic substrate, fluorescence; Q01970; inhibition, % at 12.2 µM; 370,000 compounds, 0.18% hits; in the data active = inhibition above about 11%;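 also: 0% = median of compound wells on plate and 100% = full blocker control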
ssDAF-12 act – activates DAF-12 receptor from parasite S. stercoralis; HEK293 ssDAF-12/GRIP1 lit1-tk-luc reporter, luminescence; % of 3 µM dafachronic acid response; activation, % at 6.8 µM; 370,000 compounds, 1% hits; AID 652126;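 active = activation above the mean over all tested compounds plus 3 SD, cut at about 0.9% in these data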;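 also: 0% = DMSO-only wells and 100% = 3 µM delta7-dafachronic acid wells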
sPLA2-III inh – Blocks human group III sPLA2 activity | inhibition, % at 12.2 µM | QFRET BODIPY PC-A2 liposome hydrolysis, fluorescence | 370,000 compounds, 0.56% hits | AID 743126;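 active = inhibition above mean plus 3 SD of compounds lying within the high and low control bounds, cut at about 19% in these data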;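 also: 0% = median of test compound wells and 100% = no enzyme DMSO wells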
Target sequence (Q9NZ20 whole entry, looked up): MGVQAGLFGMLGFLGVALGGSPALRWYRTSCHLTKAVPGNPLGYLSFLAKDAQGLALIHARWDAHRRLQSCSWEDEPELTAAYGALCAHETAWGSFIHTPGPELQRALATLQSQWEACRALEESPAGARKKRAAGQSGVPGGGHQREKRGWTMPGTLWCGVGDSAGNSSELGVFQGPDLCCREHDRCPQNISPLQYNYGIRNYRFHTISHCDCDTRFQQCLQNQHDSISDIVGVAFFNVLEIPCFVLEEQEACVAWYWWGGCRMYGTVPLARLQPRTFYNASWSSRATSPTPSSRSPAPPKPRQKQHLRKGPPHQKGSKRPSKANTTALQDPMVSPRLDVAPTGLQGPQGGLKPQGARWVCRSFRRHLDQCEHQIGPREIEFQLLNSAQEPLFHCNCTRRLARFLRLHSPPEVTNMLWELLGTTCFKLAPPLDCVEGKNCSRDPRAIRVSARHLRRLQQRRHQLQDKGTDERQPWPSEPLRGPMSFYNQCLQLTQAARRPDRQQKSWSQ
DAX1 inh-2 – DAX1 (NR0B1) inhibition, primary screen; AID 652010; inhibition, % at 6.8 µM; HEK293T StAR-luciferase reporter, SF-1/DAX-1 repression relief; 370,000 compounds, 1.1% hits;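 active = inhibition above the mean over all tested compounds plus 3 SD, cut at about 3.6% in these data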;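 also: 0% = DAX-1 cells with DMSO and 100% = cells lacking DAX-1 with DMSO; higher inhibition means more luminescence from relief of DAX-1 repression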
hcDAF-12 act – activates DAF-12 receptor from parasite H. contortus; HEK293 hcDAF-12 lit1-tk-luc reporter, luminescence; 0% DMSO, 100% Δ7-dafachronic acid; 370,000 compounds, 1.4% hits; AID 652067; activation, % at 6.8 µM;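 active = activation above the mean of all tested compounds plus 3 SD, cut at about 5.5% in these data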;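 also: 100% = response to 3 µM Δ7-dafachronic acid high control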
PG9 binder – binds the HIV-1 gp120 antibody PG9; TR-FRET gp120-PG9 antibody binding; inhibition, % at 6.7 µM; 360,000 compounds, 0.43% hits; AID 624416; in the data active = inhibition above about 8.5%
GAA850 FXN act – frataxin GAA850 promoter activation | AID 540364 | 360,000 compounds, 0.56% hits | HEK293 lucGAA850 FXN promoter luciferase reporter, 24 h; percent of 10 µM SAHA response | activation, % at 6 µM;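 active = activation above the average of all compounds screened plus 3 SD, cutoff fixed separately per campaign, cut at about 7.5% in these data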;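 also: 0% = DMSO wells and 100% = 10 µM SAHA wells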
* hit, by the source's call; i = inactive; · = no result given.

SMILES | SMARCA2 act | hgDAF-12 ag | DAX1 inh-1 | Rev-erbA mod | PLCb3 inh | ssDAF-12 act | sPLA2-III inh | DAX1 inh-2 | hcDAF-12 act | PG9 binder | GAA850 FXN act
COC(=O)C(=O)C1CCc2c(Cl)cc(OC)c(OC)c2C1=O (centres undefined) | -5.3 | 3.4 | 0.6 | -1.8 | -51.5 | -1.2 | 10.8 | -1.1 | 1.6 | -3.8 | -0.2
CC1CCCCC1NC(=S)NC(=O)c1ccccc1Br (centres undefined) | 2.2 | 2.3 | 0.6 | 5.3 | 2.5 | -1.1 | 3.1 | -0.4 | -0.1 | 0.1 | 1.4
CCCN(c1ccccc1C(=O)O)S(=O)(=O)c1ccc2c(c1)n(C)c(=O)n2C | -1.3 | -0.1 | 0.0 | 1.6 | -5.6 | -1.0 | 4.3 | 0.1 | 1.1 | 1.3 | 0.3
Cc1ccc(CNC(=O)COC(=O)COc2ccc(C#N)cc2)cc1 | 0.7 | 2.9 | 0.7 | -2.6 | -8.2 | -1.1 | 2.1 | -0.9 | -1.0 | -0.4 | 1.5
Cc1ccccc1NC(=O)C1CCN(S(=O)(=O)c2ccc3c(c2)NC(=O)C(C)S3)CC1 (centres undefined) | -4.4 | -1.4 | -0.1 | 4.4 | -5.7 | -1.3 | -16.4 | -0.6 | -1.3 | -2.6 | -1.2
CC(C)OP(=O)(c1ccccc1)c1ccccc1 | -0.5 | 0.5 | 1.8 | -0.8 | 3.7 | -1.4 | 7.8 | -0.5 | -1.0 | 1.4 | 1.1
CCOC(=O)C1=C(C)NC(SCc2cc(=O)[nH][nH]2)=C(C#N)C1c1cccs1 (centres undefined) | -0.3 | 4.0 | 1.0 | -6.9 | -14.3 | -1.4 | -4.7 | 0.2 | -0.4 | -2.7 | -0.3
COc1ccc(C(=O)NCC(C)(C)CNC(=O)c2ccc(OC)c(OC)c2)cc1OC | -0.1 | -3.3 | -0.8 | 1.4 | -5.8 | -1.8 | 11.5 | 0.1 | 1.3 | 0.2 | 0.9
COc1ccc(-n2c(SCC(=O)Nc3ccccc3-c3ccccc3)nnc2-c2ccccn2)cc1 | -7.2 | 1.2 | · | -1.3 | 6.5 | -1.9 | 5.2 | -0.4 | -1.0 | · | ·
CCOC(=O)C1=C(Nc2ccccc2)OCC1=O | 1.2 | 3.1 | -0.6 | -1.7 | 2.5 | -1.2 | 6.7 | 0.2 | 2.1 | -0.4 | -1.2
COc1ccccc1Cn1c(=O)oc2ccccc21 | -4.1 | -0.8 | 1.0 | -2.9 | 1.2 | -1.1 | -7.5 | 0.7 | -1.1 | -1.2 | 2.8
O=C(Cc1cccs1)Nc1nnc(SCc2ccc(F)cc2)s1 | -1.2 | 1.2 | 0.1 | -1.0 | -1.3 | -1.3 | -29.1 | 0.6 | -0.7 | 0.9 | 2.8
Cc1ccc(CNC(=O)Cn2nnc3ccccc3c2=O)cc1 | -1.2 | 4.8 | 2.3 | 2.8 | -0.5 | -0.9 | -3.3 | 0.5 | -0.7 | 0.5 | -1.0
Cc1cc(C)n(-c2ccc(C(=O)N3CCN(c4ccccn4)CC3)cc2)n1 | -3.2 | -2.8 | -1.0 | -7.0 | 1.1 | -1.7 | -8.4 | 0.6 | 0.3 | 0.6 | 0.3
CCCNC(=O)CCc1c(C)nc2c(c(C)nn2-c2ccccc2)c1C | 2.5 | -3.0 | -0.5 | -3.8 | -15.7 | -1.0 | 6.3 | 0.3 | -2.4 | 0.3 | -0.7
Cc1ccc(-c2nn(-c3ccccc3)cc2C(=O)OCC(=O)Nc2ncc(Cl)cc2Cl)cc1 | -1.2 | -0.3 | 1.3 | 17.7 | -9.1 | -0.3 | 7.2 | 0.1 | 2.8 | 20.0* | 2.8
COc1ccc(/C=N/NC(=O)c2ccc(CSc3nc(C)cc(C)n3)cc2)cc1O | 0.0 | 0.1 | -0.8 | 2.4 | -34.2 | -1.9 | -27.9 | -0.3 | 0.9 | -2.3 | 4.4
C=CCc1cccc(C=Nc2ccc(Br)cc2)c1O | -4.1 | 0.8 | -0.5 | 5.6 | 1.7 | -0.5 | 6.9 | -0.4 | -2.0 | -2.1 | -0.4
COc1ccccc1CNC(=O)CCCNC(=O)Cn1cnc2sc(C)c(C)c2c1=O | -0.3 | -0.1 | -0.1 | -5.1 | -1.2 | -1.9 | -0.7 | -0.3 | -3.0 | -1.5 | 0.2
Cc1ccc(S(=O)(=O)N2CCN(C(=O)COC(=O)Cc3ccc(Cl)cc3)CC2)c(C)c1 | -2.2 | 2.5 | 0.2 | 1.4 | -7.9 | -0.9 | -20.8 | 0.4 | -0.4 | -0.4 | 0.1
CCOC(=O)N1CCN(C(=O)C2CCN(S(=O)(=O)c3ccc(Cl)cc3)CC2)CC1 | -0.8 | -2.7 | -0.3 | 1.9 | 1.3 | -2.0 | -2.0 | 0.2 | 0.4 | 0.3 | 1.0
C=CCOc1ccc(CNC(C)(C)CO)cc1OCC | 1.9 | 2.9 | 0.8 | -4.7 | 0.7 | -1.4 | 1.3 | 0.2 | -0.1 | 0.6 | 1.1
CC(C)N1C(=O)/C(=C/c2nc3ccccc3c(=O)n2-c2ccccc2)c2ccccc21 | 2.5 | 0.3 | 0.4 | -3.3 | -0.8 | -1.1 | 9.4 | -0.4 | -1.3 | 0.1 | 5.8
COc1cccc(NC(=O)c2ccc(-c3ccc([N+](=O)[O-])cc3)o2)c1 | 2.8 | 2.9 | 0.3 | -0.5 | -8.9 | -1.3 | -5.8 | -0.5 | -1.9 | 0.7 | 1.8
CC(NS(=O)(=O)c1ccccc1)C(=O)NC1CCCC1 (centres undefined) | -1.3 | -0.5 | 1.5 | -1.6 | -7.7 | -1.6 | 6.1 | 0.7 | -1.0 | -2.6 | -1.5
CCOC(=O)C1CCCN(c2c(Nc3cc(C)cc(C)c3)c(=O)c2=O)C1 (centres undefined) | -0.9 | -2.7 | -0.6 | -5.4 | 1.6 | -1.3 | 2.0 | 0.1 | -1.3 | 0.2 | -0.1
Cc1cccc(CCNC(=O)Cn2ncc3c2-c2cc(C)ccc2OC3)c1 | -0.9 | -2.7 | · | -0.1 | -1.1 | -1.9 | -4.6 | -1.5 | -3.1 | · | ·
COc1ccc(S(=O)(=O)NNC(=O)C23CC4CC(CC(C4)C2)C3)cc1 | -1.8 | -1.7 | -0.7 | 2.1 | -4.1 | -0.9 | -8.1 | -1.8 | -2.2 | 1.8 | 0.3
CCCCCCNC(=O)c1c(N)[nH]c(C(=O)c2ccccc2)c1-c1ccc(O)cc1 | · | -1.5 | · | -2.1 | -11.4 | -1.5 | 2.7 | · | -3.0 | · | ·
COC(=O)C[C@H](NC(=O)Cn1cc(C)c(=O)[nH]c1=O)C(=O)OC | -3.6 | -1.4 | 0.2 | -3.9 | 0.6 | -1.3 | 11.6 | 0.0 | -1.4 | 0.2 | -1.4
COc1c(F)c(F)c(C(=O)Nc2ccc(-c3nc4ccccc4[nH]3)cc2)c(F)c1F | 1.1 | -4.0 | -0.6 | -2.1 | -34.3 | -1.7 | -2.7 | 1.2 | -1.6 | -0.5 | -0.1
NC(=O)N\N=C/C=C/C=C/c1ccc(F)cc1 | 3.0 | 0.8 | 1.3 | -3.0 | 5.5 | -1.5 | -2.0 | 0.3 | -0.2 | -4.6 | -0.2
Cc1ccccc1-c1ccc(=O)n(CC(=O)Nc2ccc(S(=O)(=O)N(C)C)cc2)n1 | -3.6 | 2.1 | -1.1 | -1.5 | 0.0 | -1.6 | -20.4 | 0.2 | -1.9 | -1.9 | 0.7
Cc1cc(=O)n2[nH]c(NCc3c(F)cccc3Cl)nc2n1 | -3.0 | -2.7 | 2.3 | -5.0 | -8.9 | -1.8 | 4.5 | -0.2 | 0.3 | -1.7 | -0.9
CN(C)C(=O)c1ccc(NC(=O)COc2cccc3c2OC(C)(C)C3)cc1 | -2.1 | -2.2 | 0.3 | 10.1 | 2.3 | -0.9 | -9.5 | 1.6 | -0.3 | 0.2 | 2.8
Cc1cc(C)c2c(=O)[nH]n(C3CCOC(C)(C)C3)c2n1 (centres undefined) | 0.5 | -2.2 | -0.2 | 7.4 | -12.7 | -1.6 | 3.8 | -0.2 | 1.4 | -1.2 | 1.0
CCc1nnc(NC(=O)c2cccc(S(=O)(=O)N3CCc4ccccc43)c2)s1 | -1.7 | 3.6 | 0.8 | -2.3 | 4.5 | -0.7 | -3.1 | 0.1 | 1.9 | 1.7 | -1.8
COc1ccc(-c2ccnc3nc(N4CCOCC4)nn23)cc1 | 1.7 | -1.0 | -0.8 | 1.2 | i | -0.8 | 3.3 | -0.2 | -1.8 | 2.1 | 1.9
O=C(CCN1CCN(c2ccc([N+](=O)[O-])cc2)CC1)c1ccc(Cl)cc1 | -2.6 | 0.0 | 0.7 | -3.9 | -0.1 | -1.5 | 2.1 | -0.2 | -2.6 | 0.9 | 1.4
Cc1nn(-c2ccccc2)c(C)c1C(=O)OCC(=O)NCc1ccco1 | -2.4 | -0.4 | -0.6 | -0.4 | -2.0 | -0.9 | -0.1 | -0.2 | -1.7 | 4.2 | -0.6
C/C=C(\C)C(=O)Nc1cccc(C2=NOC3(C2)C[C@H](C(N)=O)N(C(=O)CC#N)C3)c1 (some centres undefined) | 0.1 | 2.1 | 0.8 | -9.1 | -3.4 | -0.9 | -20.3 | 0.3 | -1.2 | -0.8 | 0.7
CCCCN(C(=O)c1cc2c(s1)CCC2)c1c(N)n(CC(C)C)c(=O)[nH]c1=O | 1.0 | -2.1 | 0.4 | -19.9 | -10.9 | -1.3 | 13.5 | 0.2 | 1.1 | -0.3 | 1.6
COc1ccc(S(=O)(=O)N2CCOC2CNC(=O)C(=O)NCCCN2CCOCC2)cc1C (centres undefined) | -0.8 | -2.4 | 1.6 | 1.7 | -3.4 | -0.9 | 0.8 | 0.2 | -1.1 | -0.8 | 0.0
Cc1occc1C(=O)N1CCN(c2ccc(Cl)cc2)CC1 | -0.8 | -0.3 | 0.4 | 4.0 | -12.4 | -1.5 | 4.1 | -2.1 | -2.5 | 0.2 | 0.2
COC(=O)c1c(C)[nH]c(C(=O)C(C)OC(=O)C2CC2C)c1C (centres undefined) | -2.8 | 2.9 | 0.2 | -1.3 | 0.1 | -1.1 | -3.2 | -0.4 | -1.6 | -2.0 | 0.8
CCOC(=O)c1n[nH]c2ccccc12 | 1.6 | 1.2 | -0.2 | 1.2 | 3.7 | -1.9 | 4.0 | -0.5 | -0.2 | -0.9 | 0.4
Cc1ccccc1C1N=C2Oc3ccccc3C=C2C(=O)N1 (centres undefined) | -3.0 | -0.7 | · | -3.1 | -36.7 | -0.2 | -0.7 | 0.4 | 1.3 | 2.1 | ·
